# VLA-4 antagonist – inhibition of LDV-FITC ligand binding to human VLA-4 integrin | P13612 | Jurkat cells, LDV-FITC binding with Mn2+, flow cytometry; 100% = Mn2+-driven binding gain fully reversed | inhibition, % at 10 µM (by protocol) | 24,000 tested, 0.2% active | AID 529;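 active means inhibition above 50%; inconclusive means compound itself fluorescent, judged against control cell fluorescence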;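 further: 0% = Mn2+ stimulated cells lacking compound and 100% = ligand binding without Mn2+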
# Target sequence (P13612 whole entry, looked up): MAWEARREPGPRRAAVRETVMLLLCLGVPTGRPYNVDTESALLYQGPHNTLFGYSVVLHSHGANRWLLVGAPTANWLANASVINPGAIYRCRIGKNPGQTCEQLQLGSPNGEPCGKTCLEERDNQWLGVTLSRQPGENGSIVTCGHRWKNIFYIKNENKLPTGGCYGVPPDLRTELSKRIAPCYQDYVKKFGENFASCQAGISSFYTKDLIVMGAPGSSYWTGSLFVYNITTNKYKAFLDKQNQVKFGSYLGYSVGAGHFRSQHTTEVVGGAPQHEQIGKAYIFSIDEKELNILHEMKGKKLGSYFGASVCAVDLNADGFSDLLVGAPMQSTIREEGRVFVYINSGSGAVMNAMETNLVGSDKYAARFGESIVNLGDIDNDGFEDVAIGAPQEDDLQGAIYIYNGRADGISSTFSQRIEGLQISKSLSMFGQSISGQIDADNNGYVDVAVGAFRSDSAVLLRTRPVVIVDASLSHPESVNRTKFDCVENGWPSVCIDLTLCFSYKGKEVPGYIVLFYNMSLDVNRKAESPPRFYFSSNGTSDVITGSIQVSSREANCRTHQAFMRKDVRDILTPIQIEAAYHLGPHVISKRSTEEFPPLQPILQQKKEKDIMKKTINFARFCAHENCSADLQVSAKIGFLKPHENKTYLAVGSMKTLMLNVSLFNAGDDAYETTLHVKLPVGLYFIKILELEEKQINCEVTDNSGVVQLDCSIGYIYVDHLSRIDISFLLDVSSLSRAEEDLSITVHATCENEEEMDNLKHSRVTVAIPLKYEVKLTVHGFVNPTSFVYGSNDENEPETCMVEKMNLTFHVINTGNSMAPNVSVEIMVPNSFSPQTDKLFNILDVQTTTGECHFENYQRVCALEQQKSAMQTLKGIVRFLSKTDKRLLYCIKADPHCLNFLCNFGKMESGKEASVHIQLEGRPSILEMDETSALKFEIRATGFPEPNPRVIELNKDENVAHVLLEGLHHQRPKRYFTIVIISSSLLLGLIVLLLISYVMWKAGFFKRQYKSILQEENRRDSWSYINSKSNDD
# Prostate diff – LNCaP prostate cell differentiation activation; flow cytometry side scatter, 4 d; side scatter shift, % at 10 µM; 24,000 tested, 0.56% active;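 active means side scatter shift above 30%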;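 further: androgen-responsive LNCaP prostate cancer cells in charcoal-stripped serum medium; percent of cells past a gate set so DMSO wells show 10% shift; higher shift means more granular cells and more differentiation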
# VLA-4 allo ag – allosterically activates the human VLA-4 integrin. P13612. Jurkat cells, LDV-FITC binding, flow cytometry. activation, % at 10 µM (by protocol). 24,000 tested, under 10 active. AID 528;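 active means fluorescent ligand binding to cells raised by more than 40% of the manganese-induced maximum; inconclusive means compound's own fluorescence above 85% of the ligand control signal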;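 further: 0% = ligand binding without compound and 100% = manganese-stimulated maximal binding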
# Jurkat autofluor – compound fluoresces in Jurkat cells, VLA-4 screen interference | fluorescence ratio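 (tested at 10 µM compound in the well)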 | compound autofluorescence, flow cytometry; hits give high values; 1 = vehicle-only cell background | 24,000 tested, 0.61% active | AID 576;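 active means fluorescence ratio above 2.44, which is 1 plus 3 SD of all ratios; inconclusive means signal too bright to measure linearly, ratio around 10 or more; inactive means fluorescence ratio below 2.44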;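 further: green fluorescence of cells measured with 488 nm excitation and 530 nm emission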
# * marks the source's active call; other numbers are inactive results; u = inconclusive; x = not tested or not shown. Only part of the results is shown. The share of hits here may be higher or lower than overall.
cpd	Compound	VLA-4 antagonist	Prostate diff
1	CCc1ccc(NC(=O)CCn2c(=O)oc3ccccc32)cc1	-1	10
2	CCN1CCCC1CNC(=O)CSc1cc(=O)n(C)c2cc(Cl)ccc12 (stereo unspecified)	-12	11
3	Cn1c(=O)c2cc(S(=O)(=O)NC(C(=O)NCc3cccnc3)c3ccccc3)ccc2n(C)c1=O (stereo unspecified)	-11	15
4	Cc1ccc(C)c(SCC(=O)Nc2nnc(-c3ccccc3)o2)c1	-8	14
5	CCN1CCN(C(=O)C2CC(c3ccc(F)cc3)=NO2)CC1 (stereo unspecified)	-11	4
6	CCOC(=O)CNC(=O)CSc1ncnc2c1cnn2Cc1ccccc1	-34	5
7	N#Cc1ccc(-c2csc(NC(=O)C3CC3)n2)cc1	-15	0
8	Cc1ccc(NC2c3ncccc3C(=O)N2C2CCCCC2)cc1C (stereo unspecified)	-6	7

cpd	VLA-4 allo ag	Jurkat autofluor
1	-2	1.1
2	0	1.1
3	3	0.99
4	-2	1.1
5	3	1
6	-14	1.2
7	-8	1
8	3	1.1

# Later entries
cpd	Compound	VLA-4 antagonist	Prostate diff
9	COc1ccc(-n2ccsc2=S)cc1	-4	16
10	COCCNC(=O)CSc1nc(-c2ccc(OC)c(OC)c2)cc(C(F)(F)F)n1	-26	12
11	COc1ccccc1-n1c(CNC(=O)c2ccco2)nnc1SCC(=O)Nc1ccc(F)cc1	-1	5
12	COc1ccccc1OCCOc1ccccc1/C=N/n1cnnc1	-1	4
13	CCN(CCCNC(=O)CCCCn1c(=O)[nH]c2ccccc2c1=O)c1ccccc1	9	3
14	O=C(Cc1ccccc1)N(c1ccc(F)cc1)C1C=CS(=O)(=O)C1 (stereo unspecified)	-1	5
15	Cc1cccc(N2CCN(C(=O)Cn3nc(Cc4ccncc4)c4ccccc4c3=O)CC2)c1C	8	4
16	CCC1Oc2ccccc2N(CC(=O)NCCCN2CCC(C)CC2)C1=O (stereo unspecified)	12	10

cpd	VLA-4 allo ag	Jurkat autofluor
9	-5	1
10	5	0.98
11	-3	1
12	2	1.1
13	-6	1.1
14	1	0.98
15	0	1
16	6	0.88

# The listing continues.
cpd	Compound	VLA-4 antagonist	Prostate diff
17	CC(C[N+](C)(C)C)OC(N)=O (stereo unspecified)	3	3
18	O=C(CCCCCn1c(=O)[nH]c2ccccc2c1=O)N1CCN(Cc2ccc3c(c2)OCO3)CC1	-3	5
19	CCOC(=O)N1CCC(NC(=O)CCC(=O)N2CC(C)Oc3ccccc32)CC1 (stereo unspecified)	1	14
20	O=C(O)c1ccccc1S	-21	6
21	CCOc1cc(C(=O)NCc2ccncc2)cc(OCC)c1OCC	-8	12
22	O=C(Nc1ccc2c(c1)OCO2)OCc1ccccc1	-14	7
23	Cc1cc2ncn(S(=O)(=O)c3ccc(S(=O)(=O)N4CCOCC4)cc3)c2cc1C	-8	5
24	Cc1ccc(S(=O)(=O)Cc2ccc(C(=O)NCc3ccc4c(c3)OCO4)o2)cc1	-5	16

cpd	VLA-4 allo ag	Jurkat autofluor
17	-12	0.98
18	2	1.1
19	-2	1.1
20	0	1
21	2	1.1
22	-6	1.1
23	9	1.1
24	2	1

# Following part
cpd	Compound	VLA-4 antagonist	Prostate diff
25	CC1=C(C(=O)N(C)Cc2ccccc2)C2(CCC(C)CC2)OC1=O (stereo unspecified)	-18	4
26	CCC(=O)N1CCc2cc(S(=O)(=O)NCCC(=O)N3CCc4ccccc4C3)ccc21	11	1
27	Cc1cc(C(=O)Nc2nnc(C(F)(F)F)s2)no1	2	7
28	S=C1SCN(Cc2ccccn2)CN1Cc1ccco1	-3	6
29	O=C(Cn1c(=O)n(CC2CCCO2)c(=O)c2ccccc21)N1CCN(c2ccccc2)CC1 (stereo unspecified)	-10	14
30	CC(C)CCNC(=O)NC(=O)CSc1nnc(-c2ccccc2F)n1N	u	17
31	NC(=O)CC12CC3CC(C1)CC(CC(N)=O)(C3)C2	-17	1
32	FC(F)Oc1cccc2cccnc12	0	9

cpd	VLA-4 allo ag	Jurkat autofluor
25	3	1.1
26	-1	1.1
27	5	1
28	-1	1.1
29	4	0.97
30	u	1.1
31	2	1
32	-3	1

# Following part:
cpd	Compound	VLA-4 antagonist	Prostate diff
33	Cn1cccc1Cc1nnc(SCC(=O)Nc2ccc3c(c2)OCCO3)n1-c1ccc(F)cc1	-10	12
34	Cc1csc(SCC(=O)NC(=O)NCc2ccccc2)n1	-15	2
35	CN(C)C(=O)N1CCC(C(=O)NCc2ccccc2Cl)CC1	0	5
36	O=C(c1cnc2n(c1=O)CCS2)N(c1ccccc1)C1CCCCC1	-3	8
37	CCCCN(C(=O)c1ccc(Cl)cc1)C1CC2CCC(C1)N2C (stereo unspecified)	0	7
38	Cc1ccc(CN2C(=O)CCC2C(=O)NCCCN2CCCCC2C)cc1 (stereo unspecified)	26	2
39	CC(C)(C)n1nc2c(c1NC(=O)c1ccc(S(=O)(=O)N3CCCC3)cc1)CS(=O)C2 (stereo unspecified)	-46	17
40	CCN(CC)CCCn1c(=S)[nH]c2cc(Cl)ccc2c1=O	-23	4

cpd	VLA-4 allo ag	Jurkat autofluor
33	-4	1.1
34	4	1
35	2	1
36	-1	0.99
37	-2	1.1
38	-1	0.95
39	8	0.94
40	3	1

# The list goes on:
cpd	Compound	VLA-4 antagonist	Prostate diff
41	CCOC(=O)c1[nH]c2ccc(OC)cc2c1N=CN(C)C	-49	9
42	COc1ccc(-c2noc(CCCC(=O)O)n2)cc1	-21	13
43	COC(=O)c1ccc(Cn2cnc3c(cnn3-c3ccc(C)c(C)c3)c2=O)o1	11	7
44	O=C(CCn1c(=O)[nH]c2ccsc2c1=O)N1CCc2ccccc2C1	7	4
45	CC(C)(C)NC(=O)COC(=O)c1snc(C(=O)NC2CCCCC2)c1N	0	8
46	CC1Cc2nc(SCC(=O)Nc3ccc(F)cc3F)n(C)c(=O)c2S1 (stereo unspecified)	26	13
47	Cc1ccc2[nH]c3c(N4CCN(Cc5ccccc5)CC4)ncnc3c2c1	22	x
48	CN(C)c1ccc(NC(=O)c2ccc(COc3cccc(Cl)c3)o2)cc1	28	7

cpd	VLA-4 allo ag	Jurkat autofluor
41	3	1.1
42	2	1.1
43	-2	1
44	-1	1
45	-11	1.1
46	-2	1
47	-13	1.1
48	-4	1.1

# Later entries:
cpd	Compound	VLA-4 antagonist	Prostate diff
49	O=C(C1CCCN(S(=O)(=O)c2cccs2)C1)N1CCN(C2CCCCC2)CC1 (stereo unspecified)	-6	7
50	Cc1cc(N2CCN(c3ccccc3)CC2)n2nnnc2n1	-8	4
51	CCCc1cc(=O)n2[nH]c(-c3ccccc3)cc2n1	9	13
52	CCOc1cc2[nH]c(=O)n(CCCCCC(=O)NCc3ccco3)c(=O)c2cc1OCC	52*	x
53	Cc1cccc(-n2nc3c(c2NC(=O)CCC2CCCCC2)CS(=O)C3)c1C (stereo unspecified)	-12	2
54	Cc1ccc2[nH]c(=O)c(CN(CCc3ccccc3)Cc3nnnn3CC3CCCO3)cc2c1 (stereo unspecified)	-26	25
55	Cc1ccc(S(=O)(=O)N2CCN(Cc3nc4ccccc4n3C)CC2)cc1	10	21
56	CCc1n[nH]c2c1C(=O)CC(C)(C)C2	6	11

cpd	VLA-4 allo ag	Jurkat autofluor
49	0	1.1
50	5	0.93
51	-1	1
52	-13	1
53	4	1
54	4	1.1
55	-2	1
56	2	1

# Later entries
cpd	Compound	VLA-4 antagonist	Prostate diff
57	CCOC(=O)c1cccc(NC(=O)CN2C(=O)C3C4C=CC(C4)C3C2=O)c1 (stereo unspecified)	8	10
58	COc1cccc(Cn2c(OCC3CCCO3)nc3c2c(=O)n(C)c(=O)n3C)c1 (stereo unspecified)	-18	18
59	Cc1cc2cc(CNC(=O)NC3CCCCC3)ccc2[nH]1	4	23
60	CCOC(=O)NC(CC(=O)O)c1ccc(OCC)cc1 (stereo unspecified)	28	7
61	CC1(C)CC(=O)c2sc(NS(C)(=O)=O)nc2C1	0	5
62	O=C(c1ccccc1)c1ccc(N2CCNCC2)cc1	-9	41*
63	CSc1ccccc1NC(=O)CN(Cc1ccccc1)S(C)(=O)=O	-3	15
64	CCOC(=O)C1CCCN(C(=O)c2sc3nc(-c4ccccc4)cn3c2C)C1 (stereo unspecified)	6	5

cpd	VLA-4 allo ag	Jurkat autofluor
57	-2	0.99
58	-6	1
59	-2	1.1
60	-18	1
61	-3	1.1
62	2	1.1
63	0	0.98
64	2	1.2

# Next records follow.
cpd	Compound	VLA-4 antagonist	Prostate diff
65	CC(=O)N1CCc2cc(C(=O)CN3CCN(C(=O)c4ccco4)CC3)ccc21	6	4
66	COCCCNc1oc(-c2ccccc2F)nc1C#N	-1	4
67	O=C(NCc1ccco1)C1CCC(CNS(=O)(=O)c2cccc3cccnc23)CC1 (stereo unspecified)	u	3
68	COC(=O)CCC(=O)Nc1ccc(NC(C)=O)cc1	24	10
69	COc1ccc(CCNC(=O)c2noc3c2CCCC3)cc1OC	3	5
70	COc1ccc(NC(=O)c2oc3ccccc3c2NC(=O)c2ccc(OC)c(OC)c2)c(OC)c1	-15	10
71	CC(C)=CCC(C)(C)C1OCCN1C(=O)c1ccccc1 (stereo unspecified)	-19	7
72	CCOc1cccc(C2c3c(oc4cc(C)c(C)cc4c3=O)C(=O)N2CCCN(C)C)c1 (stereo unspecified)	9	5

cpd	VLA-4 allo ag	Jurkat autofluor
65	-2	1
66	8	0.96
67	u	1
68	2	0.9
69	3	1.1
70	0	1.1
71	-8	1.1
72	-1	1

# (listing goes on)
cpd	Compound	VLA-4 antagonist	Prostate diff
73	CN(C)S(=O)(=O)N1CCN(S(=O)(=O)c2ccc(F)cc2)CC1	-2	13
74	c1ccc(-c2nn3c(Cn4nnc5ccccc54)nnc3s2)nc1	-12	3
75	CCCNC(=O)C1=C(C)C(=O)OC12CCC(C)CC2 (stereo unspecified)	2	5
76	CCCNC(=O)c1[nH]c(C)c(C(C)=O)c1C	12	16
77	Cc1[nH]nc2nc3c(c(OC(=O)c4ccccc4)c12)c(=O)n(C)c(=O)n3C	-2	15
78	CC(C)C1N=C2c3ccccc3N=C(SCC(=O)c3ccc(O)c(O)c3)N2C1=O (stereo unspecified)	-18	7
79	O=C(O)C1C2CCC(O2)C1C(=O)NCCC1=CCCCC1 (stereo unspecified)	-5	4
80	O=S(=O)(NCc1ccc2c(c1)OCO2)c1cnc[nH]1	-8	4

cpd	VLA-4 allo ag	Jurkat autofluor
73	-3	1.1
74	0	1.2
75	-6	0.96
76	-2	1
77	-3	0.97
78	2	0.95
79	0	1.1
80	7	1.1

# Next section
cpd	Compound	VLA-4 antagonist	Prostate diff
81	CCOC(=O)C1CCN(C(=O)c2c(-c3c(F)cccc3Cl)noc2C)CC1	-5	2
82	CC1(c2ccncc2)Nc2ccccc2-c2nc3ccccc3n21 (stereo unspecified)	-20	20
83	Cc1c(C(=O)O)nn(-c2ccccc2)c(=O)c1C#N	-15	1
84	CC1(C)O[C@@H]2C[C@H]3[C@@H]4CCC5=CC(=O)C=C[C@]5(C)[C@@]4(F)[C@@H](O)C[C@]3(C)[C@]2(C(=O)CO)O1	-22	4
85	Cc1ccc(CNC(=O)C2CCCN(S(=O)(=O)c3cccnc3)C2)cc1 (stereo unspecified)	2	8
86	CCOC(=O)c1c(C)c(C(=O)NCc2ccccn2)c(C)n1C	-10	4
87	O=C(CCNS(=O)(=O)c1cccs1)Nc1ccccc1F	-10	7
88	Cc1cc(=O)c2cc(Cl)ccc2[nH]1	7	5

cpd	VLA-4 allo ag	Jurkat autofluor
81	5	0.98
82	-2	1.1
83	3	1
84	0	1.1
85	0	1
86	7	0.86
87	-1	1
88	-2	1

# In a second layout: entries from further up
entry	VLA-4 antagonist	Prostate diff	VLA-4 allo ag	Jurkat autofluor	compound
88	7	5	-2	1	Cc1cc(=O)c2cc(Cl)ccc2[nH]1
58	-18	18	-6	1	COc1cccc(Cn2c(OCC3CCCO3)nc3c2c(=O)n(C)c(=O)n3C)c1 (stereo unspecified)
36	-3	8	-1	0.99	O=C(c1cnc2n(c1=O)CCS2)N(c1ccccc1)C1CCCCC1
29	-10	14	4	0.97	O=C(Cn1c(=O)n(CC2CCCO2)c(=O)c2ccccc21)N1CCN(c2ccccc2)CC1 (stereo unspecified)

# (listing goes on)
cpd	Compound	VLA-4 antagonist	Prostate diff
89	COc1ccc(CNc2nc(SCC(=O)NCc3ccco3)nc3ccccc23)cc1	-2	5
90	O=C(CSCc1cnn(-c2ccccc2)c1-n1cccc1)NCCN1CCOCC1	-7	7
91	CC(=O)Nc1ccc(S(=O)(=O)/N=C2\SCCN2S(=O)(=O)c2ccc(NC(C)=O)cc2)cc1	-11	16
92	COC(=O)c1ccccc1NC(=O)Cn1cnc2ccc(S(=O)(=O)N3CCC(C)CC3)cc2c1=O	u	19
93	Cc1ccc2nc(NC(=O)C3CCCN(S(=O)(=O)c4cccc5nonc45)C3)sc2c1 (stereo unspecified)	u	5
94	Cc1ccc(C(c2sc3nc(C)nn3c2O)N2CCN(c3ccc(F)cc3)CC2)cc1 (stereo unspecified)	u	1
95	Cc1cc(OCC(O)CN2CCN(CCO)CC2)ccc1C(C)C (stereo unspecified)	-1	10

cpd	VLA-4 allo ag	Jurkat autofluor
89	-4	1.1
90	-1	1
91	5	1.1
92	u	1.2
93	u	3.1*
94	u	1.1
95	-2	1.1

# High-throughput results (PubChem)
